HBB splicing = alters splicing of the hemoglobin beta chain; hit rate 0.06% among 65,000; HBB splicing reporter cell assay, activation; EGFP reporter with mutant IVS2-654 intron; response scale: normalised to 500 nM splice-correcting PNA; Potency, µM (titrated, usually from 46.1 µM), for inactives: top-dose activation, actives largely listed as activators; note: potency is the fitted concentration of half-maximal effect; 0% is about no effect
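Compounds were applied for 2 days to HeLa EGFP-654 cells, 500/well in Optimem with 2% FCS. The reporter's EGFP is disrupted by mis-splicing of beta-globin intron IVS2-654. Readout: summed well GFP fluorescence from 488 nm laser scanning; reference was 500 nM antisense […] 654 PNA.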
Epigenetic mod = derepresses silenced GFP locus in mouse C127i cells. Potency, µM (series often up to 46.1 µM), inactives show at the top dose GFP derepression (activation). hit rate 0.09% among 68,000. AID 597. mouse C127i GFP locus derepression, cytometry, 30 h; note: % of control where 0% means no effect
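Derepression screen: silenced CMV-GFP reporter in murine C127i cells, 30 h compound incubation at 37 C, washed cells imaged by laser-scanning cytometer to enumerate GFP-expressing objects of 20 to 120 um.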
4MU fluor = compounds fluorescent in 4-MU spectral region; max dye-equivalent concentration, M; AID 589; hit rate 11% among 59,000; compound autofluorescence, 340/450 nm, 4-MU equivalents; stronger effect = higher value; in the data active = max dye-equivalent concentration above about 10 nM; inconclusive = mostly about 1.1 nM to 9.6 nM
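Compounds in 100 mM Tris, pH 8.0, incubated 15 min at room temperature, then fluorescence read at 340 nm excitation/450 nm emission. Signal converted to 4-MU dye-equivalent concentration using an on-plate six-point 4-MU standard curve.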
Hsp90 Hop PPI = changes Hsp90-Hop TPR2A binding signal, up or down; hit rate 0.44% among 71,000; AlphaScreen TPR2A-His6 binding biotin-Hsp90 C-terminal peptide; AID 595; Potency, µM (highest dose often 57 µM), for inactives: top-dose activity change, negative = inhibition; active = well fitted curve in either direction with a large enough effect; inconclusive = small, poorly fitted or top-dose-only effect, or another doubt; note: potency is the fitted concentration of half-maximal effect; % is set by controls: 0 for no effect and ±100 for the full control effect; many of its hits are not listed in these tables
ALOX15 inhib = blocks human 15-lipoxygenase activity | P16050 | purified 15hLO-1, xylenol orange hydroperoxide absorbance | Potency, µM (top dose mostly 57.1 µM), without a hit: at the highest dose activity change, negative = inhibition, actives largely listed as inhibitors | AID 887 | hit rate 1.4% among 74,000; note: potency is the fitted concentration of half-maximal effect; % is set by controls: 0 for no effect and ±100 for the full control effect; nearly all actives have a fitted effect of over 55% in size
Target sequence (P16050 whole entry, looked up): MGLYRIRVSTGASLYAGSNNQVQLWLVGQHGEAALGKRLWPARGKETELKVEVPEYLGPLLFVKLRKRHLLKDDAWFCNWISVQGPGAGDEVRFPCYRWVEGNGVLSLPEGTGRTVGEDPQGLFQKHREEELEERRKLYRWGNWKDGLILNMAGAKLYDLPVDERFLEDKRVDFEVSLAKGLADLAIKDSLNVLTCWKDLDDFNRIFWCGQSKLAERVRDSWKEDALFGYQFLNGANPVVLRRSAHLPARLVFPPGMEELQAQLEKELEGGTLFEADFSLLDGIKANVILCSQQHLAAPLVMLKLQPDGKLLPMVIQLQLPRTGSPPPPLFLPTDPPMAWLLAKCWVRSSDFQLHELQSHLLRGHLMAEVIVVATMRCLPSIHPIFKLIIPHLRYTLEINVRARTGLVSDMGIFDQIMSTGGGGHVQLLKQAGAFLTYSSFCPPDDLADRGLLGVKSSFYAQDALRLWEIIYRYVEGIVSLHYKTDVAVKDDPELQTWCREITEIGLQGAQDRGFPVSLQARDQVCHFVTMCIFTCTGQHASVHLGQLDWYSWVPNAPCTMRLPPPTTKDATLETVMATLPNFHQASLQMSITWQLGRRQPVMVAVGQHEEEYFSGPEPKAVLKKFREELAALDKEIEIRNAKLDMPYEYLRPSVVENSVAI
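Quantitative HTS in 25 mM Hepes pH 7.5 containing 0.01% Triton X-100: human 15hLO-1 at 40 nM, arachidonic acid at 50 uM, 6 min turnover. Product quantified via ferrous oxidation/xylenol orange, 573:405 nm absorbance ratio.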
Ub-GFP proteasome = inhibits proteasome, raising ubiquitin-GFP reporter fluorescence; 67,000 tested, under 10 active; Ubiquitin-GFP reporter cells, proteasome inhibition, GFP fluorescence; response scale: untreated = 0%, 10 µM MG-132 = 100%; Potency, µM (doses to about 45.9 µM), for the others: top-dose activation (GFP accumulation), most hits filed as activators; AID 526; active = well fitted activation curve with a large enough effect, not every such curve was filed as active; inconclusive = small, poorly fitted or top-dose-only effect, or another doubt; inactive = no such curve, though single readings can be large or run the other way; note: potency is the fitted concentration of half-maximal effect
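Proteasome blockade was scored as a rise in GFP-expressing U2OS cells carrying a ubiquitin(G76V)-GFP construct, imaged after 4 hr compound treatment at 37 °C across a 46 uM–2.9 nM series.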
Fluorescein fluor = fluorescein region autofluorescence; Compound autofluorescence, 480/540 nm, fluorescein-equivalent; stronger effect = higher value; max fluorescein-equivalent concentration, M; hit rate 0.91% among 59,000; AID 593; in the data active = max fluorescein-equivalent concentration above about 10 nM; inconclusive = between about 1.1 nM and that limit
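Each compound is tested across a concentration series in 100 mM Tris buffer at pH 8.0. After 15 min at room temperature, plates are imaged with 480 nm excitation and 540 nm emission filters, and intensities are converted to fluorescein-equivalent values.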
DNA Pol III inh = blocks replication by bacterial DNA polymerase III holoenzyme; Potency, µM (top dose mostly 57.1 µM), for the others: at the top dose activity change, negative = inhibition; reconstituted DNA polymerase III holoenzyme replication, biochemical; hit rate 0.25% among 71,000; note: potency is the fitted concentration of half-maximal effect; % is set by controls: 0 for no effect and ±100 for the full control effect
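Reconstituted *E. coli* holoenzyme (0.35 nM Pol III, 1 nM beta, 154 nM SSB, 2 nM primase) was preincubated with compound for 15 min at RT. Synthesis on 1.4 nM ssM13Gori ran 35 min, then was stopped with PicoGreen/EDTA and read as dsDNA fluorescence.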
HADH2 inhib = HADH2 (human) dehydrogenase inhibition; Q99714; hit rate 3.4% among 73,000; recombinant HADH2, NADH fluorescence, beta-hydroxybutyryl-CoA; AID 886; Potency, µM (series often up to 57.1 µM), without a hit: at the highest dose activity change, negative = inhibition, hits mostly inhibitors; note: potency is the fitted concentration of half-maximal effect; % is set by controls: 0 for no effect and ±100 for the full control effect; nearly all actives have a fitted effect of over 60% in size; many of its hits are not listed in these tables
Target sequence (Q99714 whole entry, looked up, one chain of several): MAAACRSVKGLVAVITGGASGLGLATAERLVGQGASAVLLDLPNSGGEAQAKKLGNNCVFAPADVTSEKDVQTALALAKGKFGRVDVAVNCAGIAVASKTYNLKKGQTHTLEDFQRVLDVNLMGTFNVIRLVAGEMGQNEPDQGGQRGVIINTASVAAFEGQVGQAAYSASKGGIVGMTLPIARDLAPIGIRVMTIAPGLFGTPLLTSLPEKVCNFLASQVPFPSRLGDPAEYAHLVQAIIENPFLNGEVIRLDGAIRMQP
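E. coli-expressed His-tagged HADH2 tested at 20 nM in alkaline Tris buffer (pH 9.0); oxidation of 90 uM beta-hydroxybutyryl-CoA with 1 mM NAD+ tracked fluorimetrically for 4 min.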
Rhodamine autofl = rhodamine region autofluorescence. Rhodamine-region fluorescence, 547/598 nm, Tris buffer; stronger effect = higher value. max dye-equivalent concentration, M. hit rate 0.05% among 59,000; in the data active = max dye-equivalent concentration above about 11 nM; inconclusive = between about 1.1 nM and that limit
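Steps: pin-transfer compounds into pH 8.0 Tris (100 mM), hold 15 min at room temperature, image with a 547/598 nm filter pair, and convert intensities to rhodamine-equivalent concentration using a six-point on-plate rhodamine series.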
Texas Red fluor = compounds fluorescent in Texas Red spectral region; AID 587; hit rate 0.06% among 59,000; Compound fluorescence, Texas Red channel, 547/618 nm; stronger effect = higher value; max dye-equivalent concentration, M; in the data active = max dye-equivalent concentration above about 10 nM; inconclusive = between about 1.1 nM and that limit
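Dye-equivalent concentrations come from scaling compound signal (ex 547, em 618 nm) to six Texas Red standard concentrations run on every plate, after 15 min room-temperature incubation in pH 8.0 Tris (100 mM).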
Starred values were filed as active, the others as inactive; i = inactive; ? = inconclusive; · = no result given; [ ] = dose if it differs, or a comment. Unless noted, calls come from the whole dose curve; as a rule, active = well fitted curve in the direction sought with a large enough effect; inconclusive = small, poorly fitted or top-dose-only effect, or another doubt; inactive = no such curve, though single readings can be large; an effect the other way counts as inactive or inconclusive.

SMILES	HBB splicing	Epigenetic mod	4MU fluor	Hsp90 Hop PPI	ALOX15 inhib	Ub-GFP proteasome	Fluorescein fluor	DNA Pol III inh	HADH2 inhib	Rhodamine autofl	Texas Red fluor
CCOC(=O)C1=C(C)NC(=O)NC1c1ccc(OCC(=O)N2CCCCC2)cc1 (stereo unspecified)	-1.2%	1%	i	-2%	0%	-12%	i	-3%	-1%	i	i
Cc1cc(C)nc(-n2nc(C)cc2NC(=O)CN2CCC(C)CC2)n1	-0.2%[57.5 µM]	0%	i	-3%	23%	0%	i	-8%	9%	i	i
CCC1(C)Cc2c(sc3[nH]c(=O)[nH]c(=O)c23)CS1 (stereo unspecified)	·	0%[20.6 µM]	8.3e-07M*	·	·	·	i	·	·	i	i
COc1cc2cc(C(c3nnnn3C3CCCC3)N(C)C3CCCCC3)c(=O)[nH]c2cc1OC (stereo unspecified)	·	-2%	8.2e-08M*	-6%	-1%	1%	i	-8%	-21%	i	i
COc1ccc(NC(=O)C(c2ccc(C)cc2)N(C)C(=O)c2cnccn2)cc1 (stereo unspecified)	-0.1%	4%	i	-3%	-1%	2%	i	1%	7%	i	i
O=C(NCC(=O)N(Cc1ccc(F)cc1)C(C(=O)NC1CCCC1)c1ccco1)c1ccco1 (stereo unspecified)	-0.4%[57.5 µM]	8%	i	-1%	10%	-5%	i	-4%	1%	i	?
Cc1ccc(N(C(=O)c2ccc(Br)o2)C2C=CS(=O)(=O)C2)cc1 (stereo unspecified)	-0.6%	0%	·	-2%	-1%	-6%	·	4%	-2%	·	·
O=C(c1cccc(C(=O)N2CCN(c3ncccn3)CC2)c1)N1CCN(c2ncccn2)CC1	-4.5%	1%	i	-2%	2%	5%	?	-4%	11%	i	?
Cc1ccccc1-n1nc(C(=O)O)c(C)c(C#N)c1=O	-0.3%[57.5 µM]	-1%	?	-3%	?	4%	?	-2%	4%	i	?
NC(=O)c1ncn([C@@H]2O[C@@H](CO)[C@@H](O)[C@H]2O)c1O	1.4%	0%	?	-2%	7%	-4%	?	-8%	15%	i	?
CO[C@]1(NC(=O)C2SC(=C(C(N)=O)C(=O)O)S2)C(=O)N2C(C(=O)O)=C(CSc3nnnn3C)CS[C@H]21 (stereo partly specified)	-2.1%[20.6 µM]	7%[20.6 µM]	i	-2%[26 µM]	4%[25.6 µM]	4%[20.5 µM]	?	-8%[25.6 µM]	-16%[25.6 µM]	i	i
Cn1cccc1-c1nc2ccccc2n1Cc1ccccc1	-1.4%	0%	i	-15%	-9%	11%	?	-4%	6%	i	i
CC(NCCO)C(=O)C12CC3CC(CC(C3)C1)C2 (stereo unspecified)	1.4%[57.5 µM]	-4%	3.6e-08M*	1%	1%	3%	?	-2%	32µM*	i	i
O=C(O)C(Cc1cccs1)C(=O)O	2.7%[9.22 µM]	-3%[9.22 µM]	i	-1%[11 µM]	1%[11.4 µM]	-1%[9.17 µM]	?	-11%[11.4 µM]	7%[11.4 µM]	i	i
CCOC(=O)c1[nH]c(C)c(C(=O)Nc2ccccc2C)c1C	-0.5%	2%	·	-4%	-11%	-6%	·	-3%	4%	·	·
CC(Oc1ccc(Cl)cc1)C(=O)Nc1nccs1 (stereo unspecified)	0.6%[9.22 µM]	?	·	2%	1%	8%	·	0%	6%	·	·
Cc1cc(C)n(C(=O)CNC(=O)CCc2ccccc2)n1	·	0%[20.6 µM]	i	·	·	·	i	·	·	i	i
CCCCCC(=O)Nc1ccc2oc(-c3ccncc3)nc2c1	2.3%[0.369 µM]	0%	2.3e-08M*	0%	-20%	·	i	-9%	-3%	i	i
CCn1cc(C(=O)NCCCOC)c(=O)c2cc(S(=O)(=O)N(C)C3CCCCC3)ccc21	0.1%	·	·	-3%[2.3 µM]	9%	-6%	·	-3%	-12%	·	·
CCCCNS(=O)(=O)c1cccc(S(=O)(=O)N2CCCC2)c1	·	1%	i	4%	-9%	-2%	i	0%	14%	i	i
O=C(/C=C1\NC2(CCCC2)Cc2ccccc21)N1CCOCC1	0.2%[57.5 µM]	2%	?	-5%	-8%	-2%	i	-2%	-6%	i	i
O=S1(=O)CCN2C(Cc3ccc(SC(F)F)cc3)=CSC2=N1	0.5%	1%	i	-1%	-6%	13%	i	-3%	?	i	?
CCOC(=O)CCS(=O)(=O)c1nc(-c2ccccc2)cc(C(F)(F)F)n1	0.9%	0%	i	-1%	-12%	-5%	i	-6%	?	i	i
CC1(C)S[C@@H]2[C@H](NC(=O)[C@@H](N)c3ccc(O)cc3)C(=O)N2[C@H]1C(=O)O	0.1%[20.6 µM]	3%[20.6 µM]	1.3e-08M*	0%[26 µM]	4%[25.6 µM]	12%[20.5 µM]	?	-1%[25.6 µM]	5%[25.6 µM]	i	i
COc1ccccc1N(CC(=O)NC(C)(C)C)C(=O)Cn1nnc(-c2ccc(C)o2)n1	-0.2%[57.5 µM]	-1%	i	-3%	-1%	3%	i	-5%	8%	i	?
CCOc1ccc(NC(=O)N2CC=C(n3c(=O)[nH]c4ccccc43)CC2)cc1	1.5%	0%	i	-5%	-4%	-6%	i	4%	4%	i	i
O=C(COC(=O)c1cccs1)NCc1ccc2c(c1)OCO2	0.5%	1%	i	-7%	-5%	-1%	?	-4%	-3%	i	?
O=C(CN1CCN(C(=O)c2cccc(F)c2)CC1)Nc1ccccc1F	-0.4%	2%	i	-5%	13%	2%	i	-1%	9%	i	i
CCOC(=O)c1nc(-c2ccc3c(c2)OCO3)[nH]c1C	-1.3%	·	·	-5%	-17%	-9%	·	-4%	-1%	·	·
O=C1CC(c2ccccc2)C(=O)N1c1cccc(O)c1 (stereo unspecified)	-0.5%	-5%	i	-2%	-6%	6%	?	-4%	1%	i	i
O=C(O)/C=C\c1c2ccc(=O)c(O)c-2oc2c(O)c(O)ccc12	3.7%[9.22 µM]	-6%[9.22 µM]	i	?	1.6µM*	-9%[9.17 µM]	i	0.1µM*	1µM*	i	i
CN1CCN(c2ncc3nc(-c4cc(F)cc(F)c4)c(=O)n(CCc4ccccc4)c3n2)CC1	0.3%	-5%[9.22 µM]	1.2e-08M*	-4%	-6%	12%	i	7%	51%[activator]	i	i
CC1CCN(C(=O)c2ccc(N(C)S(C)(=O)=O)cc2)CC1	4.5%	0%	?	-1%	1%	0%	i	-3%	10%	i	i
O=C(c1csnn1)N1CCC2(CC1)CCN(c1cccc(-c3ccccc3)c1)CC2	0.4%	-2%[9.22 µM]	i	-26%	-5%	-6%	i	12%	6%	i	i
Cc1ccnc(NC(=O)COC(=O)C2COc3ccccc3O2)n1 (stereo unspecified)	-0.1%	0%	1.6e-08M*	-1%	13%	-13%	?	0%	-3%	i	i
O=C(O)C1CCCCC1C(=O)Nc1cccc(C(=O)N2CCCCC2)c1 (stereo unspecified)	1.0%	-3%	i	-2%	8%	-4%	i	-4%	3%	i	i
Cc1ccc(-c2nc(CSCC(=O)N3CCN(c4ccccn4)CC3)c(C)o2)cc1	-1.1%	·	·	-4%[2.3 µM]	1%	1%	·	-5%	-7%	·	·
COc1ccccc1CNC(=O)CCS(=O)(=O)c1ccc2c(c1)CCCN2C(C)=O	2.5%	8%	i	2%	2%	-11%	i	-2%	0%	i	?
CCOc1cc2[nH]c(=S)n(CCCN3CCN(C)CC3)c(=O)c2cc1OCC	-1.3%[0.369 µM]	0%	i	-4%	2%	1%	?	-2%	-5%	i	?

Among those listed so far, these have two or more sulfur atoms.
SMILES	HBB splicing	Epigenetic mod	4MU fluor	Hsp90 Hop PPI	ALOX15 inhib	Ub-GFP proteasome	Fluorescein fluor	DNA Pol III inh	HADH2 inhib	Rhodamine autofl	Texas Red fluor
CCC1(C)Cc2c(sc3[nH]c(=O)[nH]c(=O)c23)CS1 (stereo unspecified)	·	0%[20.6 µM]	8.3e-07M*	·	·	·	i	·	·	i	i
CO[C@]1(NC(=O)C2SC(=C(C(N)=O)C(=O)O)S2)C(=O)N2C(C(=O)O)=C(CSc3nnnn3C)CS[C@H]21 (stereo partly specified)	-2.1%[20.6 µM]	7%[20.6 µM]	i	-2%[26 µM]	4%[25.6 µM]	4%[20.5 µM]	?	-8%[25.6 µM]	-16%[25.6 µM]	i	i
CCCCNS(=O)(=O)c1cccc(S(=O)(=O)N2CCCC2)c1	·	1%	i	4%	-9%	-2%	i	0%	14%	i	i
O=S1(=O)CCN2C(Cc3ccc(SC(F)F)cc3)=CSC2=N1	0.5%	1%	i	-1%	-6%	13%	i	-3%	?	i	?

This is a subset, so the mix of outcomes need not match the whole.
